PglD DTNB – blocks C. jejuni PglD acetyltransferase activity | purified PglD enzyme, DTNB colorimetric CoA detection | inhibition, % at 12.5 µM | 360,000 tested, 0.098% active | AID 602405; in the data active means inhibition above about 16%, passing the limit was not always enough; further: strong numbers were not always called active
RAD52 inh – RAD52 (human) annealing inhibition. inhibition, % at 18.7 µM. 360,000 tested, 0.46% active. recombinant RAD52 DNA annealing, FRET fluorescence;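 active means every replicate showing at least 50% inhibition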
Target sequence (P43351 whole entry, looked up): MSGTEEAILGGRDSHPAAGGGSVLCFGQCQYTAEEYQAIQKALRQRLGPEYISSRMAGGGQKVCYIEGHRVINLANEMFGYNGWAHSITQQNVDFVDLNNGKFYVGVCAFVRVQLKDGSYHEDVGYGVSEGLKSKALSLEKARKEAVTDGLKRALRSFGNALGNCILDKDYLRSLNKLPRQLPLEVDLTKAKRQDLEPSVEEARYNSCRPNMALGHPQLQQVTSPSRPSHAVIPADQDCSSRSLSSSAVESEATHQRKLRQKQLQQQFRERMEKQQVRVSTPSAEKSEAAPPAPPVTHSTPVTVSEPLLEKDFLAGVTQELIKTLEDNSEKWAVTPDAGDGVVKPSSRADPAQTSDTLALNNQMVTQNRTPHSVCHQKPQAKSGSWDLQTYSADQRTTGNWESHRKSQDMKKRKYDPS
ERAP1 inh – ERAP1 (human) enzyme inhibition; recombinant ERAP1, Leu-AMC fluorescence, 60 min; AID 652197; Q9NZ08; inhibition, % at 10.7 µM; 340,000 tested, 0.15% active;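 active means mean replicate inhibition of at least 30%, or all replicates individually reaching that 30% level; inactive means mean below 30% and not every replicate reaching it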;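 further: 0% = neutral control wells and 100% = L-leucinethiol positive control wells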
E-sel inducer – E-selectin induction on HUVECs | P16581 | HUVEC E-selectin immunofluorescence imaging; normalized: neutral wells 0, TNF-alpha wells 100 | activation, % at 7.58 µM | 260,000 tested, 0.37% active | AID 686992;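 active means mean E-selectin-positive cell signal at least 10% of the positive control, reached in at least 60% of replicates, without over 20% cell loss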;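 further: in these data hits start at about 27%; measured in HUVEC primary endothelial cells; signal is the percent of cells scored E-selectin positive by PE staining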
Target sequence (P16581 whole entry, looked up): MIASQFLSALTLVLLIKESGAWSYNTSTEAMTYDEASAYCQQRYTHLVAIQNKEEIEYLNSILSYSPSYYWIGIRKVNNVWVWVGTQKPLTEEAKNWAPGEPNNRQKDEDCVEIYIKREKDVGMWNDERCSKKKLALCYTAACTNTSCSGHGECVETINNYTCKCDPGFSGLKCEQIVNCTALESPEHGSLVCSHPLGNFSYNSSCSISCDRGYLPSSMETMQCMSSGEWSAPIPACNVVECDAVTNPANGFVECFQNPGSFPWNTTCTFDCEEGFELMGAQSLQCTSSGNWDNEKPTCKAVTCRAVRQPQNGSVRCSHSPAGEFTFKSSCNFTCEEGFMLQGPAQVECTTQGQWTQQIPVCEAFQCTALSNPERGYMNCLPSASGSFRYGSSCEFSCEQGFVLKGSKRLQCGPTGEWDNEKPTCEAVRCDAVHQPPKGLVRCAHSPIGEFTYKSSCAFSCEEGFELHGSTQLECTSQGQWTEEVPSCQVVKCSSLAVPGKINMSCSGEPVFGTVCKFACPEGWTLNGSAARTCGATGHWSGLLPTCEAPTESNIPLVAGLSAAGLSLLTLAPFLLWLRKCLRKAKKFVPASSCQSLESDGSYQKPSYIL
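Test system – human umbilical vein endothelial cells (HUVEC), E-selectin induction · Input – 3,000 HUVEC seeded per well · Buffer or medium – EGM-2, gelatin · Compound dosing – single-point compound dose · Detection – immunofluorescence imaging · Measure – percent E-selectin-positive cells · Controls – TNF-alpha high, DMSO low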
miR-122 sensor – miR-122 inhibition in Huh7 cells; Huh7 miR-122 Renilla luciferase sensor, 48 h; neutral wells = 0, positive control = 100; activation (reporter increase), % at 12.5 µM; 340,000 tested, 0.3% active; AID 602342;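 active means mean replicate activation score at least 90 and every replicate individually at or above 90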;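 further: higher luciferase means less miR-122 activity so hits act as miR-122 inhibitors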
RAD54 inh – RAD54 (human) branch migration inhibition. RAD54 Holliday junction branch migration, FAM/BHQ fluorescence. inhibition, % at 10.4 µM. 360,000 tested, 0.14% active;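 active means mean normalized replicate activity at least 40 and at least half of replicates scoring 40 or more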;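 further: 0% = median of neutral control wells and 100% = median of positive control wells; inhibitors cause a drop in the FAM fluorescence signal; in these data hits start at about 50%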
Cneo AK release – Cryptococcus neoformans lysis via adenylate kinase release; C. neoformans lysis, adenylate kinase release luminescence, 4 h; normalised: neutral wells 0, clomiphene wells 100; lysis activity, % at 15 µM; 360,000 tested, 0.2% active;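 active means mean lysis activity across replicates of at least 80%, whatever share of replicates individually reach that level; inactive means mean lysis activity below 80%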
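Signal: Adenylate kinase release luminescence | Assay system: Log-phase Cryptococcus neoformans yeast cells | Input: Cells at 5 × 10^6 per mL | Buffer or medium: Fresh YPD growth medium | Compound: Single dose | Schedule: Static 4 h at 37 °C with compound, 1 h detection | Controls: Clomiphene | Read-out: Luminescence rise reflecting yeast cell lysis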
PGC1a acetyl inh – PGC1a acetylation modulation, inhibitor mode; 350,000 tested, 0.17% active; U2OS PGC1a acetylation, AlphaScreen anti-acetyl-lysine; with virally co-expressed GCN5 acetyltransferase; inhibition, % at 15.6 µM;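 active means every replicate shows inhibition of at least 40%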;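 further: 0% = neutral control wells and 100% = positive control wells; some results beyond the cut were filed as inactive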
* hit, by the source's call; nt = not tested or not shown; & = joins results of further samples; [ ] = dose if it differs, or a comment. Outcome played no part in choosing rows (roughly 1.4% active in at least one column).

SMILES	PglD DTNB	RAD52 inh	ERAP1 inh	E-sel inducer	miR-122 sensor	RAD54 inh	Cneo AK release	PGC1a acetyl inh
C[C@@H]1CN([C@@H](C)CO)C(=O)c2cccc(NC(=O)c3ccncc3)c2O[C@H]1CN(C)C(=O)Nc1ccc(C(F)(F)F)cc1	0	-7	0	-1.2	-4[16.7 µM]	-6	4	1
CCC(C)(C)NC(=O)c1cc([N+](=O)[O-])ccc1N1CCOCC1	-4	nt	nt	nt	-4	1	6	0
Cc1ccccc1NC(=O)Nc1cc(S(N)(=O)=O)ccc1C	5	2	3	nt	-3	5	0	-3
C[C@@H]1CN([C@@H](C)CO)C(=O)c2cc(-c3cccc(C(=O)N(C)C)c3)cnc2O[C@H]1CN(C)S(=O)(=O)c1ccc(F)cc1	1	-2	0	0.1	-2[16.7 µM]	2	-4	6
N#C/C(=C(/O)CSc1n[nH]c(N)n1)c1nc2ccccc2[nH]1	nt	-26	-1	4.5	nt	nt	nt	-11
Cc1ccc(S(=O)(=O)N(C)C)cc1NC(=O)C(C)OC(=O)CC1CC2CCC1C2 (stereo not given)	3	2	-3	0.0	21	-6	1	nt
CCCCNc1c2c(nc3c(-c4ccccc4)c(C)nn13)CCC2	-4	8	-3	nt	-1	3	0	1
O=C(NCc1cccnc1)c1noc2c1CCCC2	4	-8	-7	nt	-1	-1	0	-3
COCCCNC(=O)Cn1nnc(-c2ccc(NC(=O)c3ccc(F)cc3)cc2)n1	-2	nt	nt	nt	-3	10	0	1
C[C@H]1CN([C@@H](C)CO)C(=O)Cc2cc(NC(=O)Nc3cccc4ccccc34)ccc2O[C@H]1CN(C)Cc1ccc(Oc2ccccc2)cc1	0	-1	0	nt	-2[16.7 µM]	4	3	-4
CC(C)(C)OC(=O)N1CCC(C(=O)Nc2cccc(C(=O)NCCc3ccccc3)c2)CC1	1	4	0	nt	-6	1	4	-30
Cc1nc2cc(S(=O)(=O)C(F)(F)F)ccc2s1	9	nt	nt	nt	0	-1	-2	-13
CCc1nc(N[C@H](C(=O)O)C(C)CC)c2oc3ccccc3c2n1 (stereo not given in full)	0	nt	nt	nt	0	1	0	6
C[C@@H]1CCCCO[C@H](CN(C)Cc2ccncc2)[C@H](C)CN([C@@H](C)CO)C(=O)c2cc(NC(=O)Nc3ccccc3)ccc2O1	-4	11	-3	0.0	-1[16.7 µM]	11	-3	8
COc1ccc(CCCNC(=O)C2CCC(=O)N(CCCN3CCCC3=O)C2)cc1 (stereo not given)	3	-7	-8	nt	0	-3	4	5

Profiles, quoted from the list. Order of screens: PglD DTNB	RAD52 inh	ERAP1 inh	E-sel inducer	miR-122 sensor	RAD54 inh	Cneo AK release	PGC1a acetyl inh
`Cc1nc2cc(S(=O)(=O)C(F)(F)F)ccc2s1` is entered as 9	nt	nt	nt	0	-1	-2	-13
`C[C@@H]1CCCCO[C@H](CN(C)Cc2ccncc2)[C@H](C)CN([C@@H](C)CO)C(=O)c2cc(NC(=O)Nc3ccccc3)ccc2O1` is entered as -4	11	-3	0.0	-1[16.7 µM]	11	-3	8
`C[C@H]1CN([C@@H](C)CO)C(=O)Cc2cc(NC(=O)Nc3cccc4ccccc34)ccc2O[C@H]1CN(C)Cc1ccc(Oc2ccccc2)cc1` is entered as 0	-1	0	nt	-2[16.7 µM]	4	3	-4

Next section:
SMILES	PglD DTNB	RAD52 inh	ERAP1 inh	E-sel inducer	miR-122 sensor	RAD54 inh	Cneo AK release	PGC1a acetyl inh
Cc1noc(C)c1NC(=O)N(C)C[C@H]1Oc2ccc(NC(=O)Nc3ccccc3)cc2CC(=O)N([C@H](C)CO)C[C@@H]1C	-3	0	-2	0.1	0[16.7 µM]	7	0	-5
C[C@@H]1CN([C@H](C)CO)C(=O)c2cc(C#CC3CCCCC3)cnc2O[C@H]1CN(C)S(=O)(=O)c1ccc(F)cc1	-1	-4	0	-0.1	-5[16.7 µM]	6	0	8
Cc1cccc(OCC(=O)Nc2nnc(S(=O)(=O)N3CCC(C)CC3)s2)c1	-4	9	1	-0.1	5	-2	0	-6
CCC1CCCCN1C(=O)CCNC(=O)Cn1cnc2ccccc2c1=O (stereo not given)	4	-3	2	1.4	0	-2	1	-5
O=C(C[C@H]1C[C@H]2c3cc(NC(=O)CC4CC4)ccc3O[C@H]2[C@@H](CO)O1)NCCc1ccccc1	0	10	1	0.7	4[16.7 µM]	-6	-8	7
COc1ccc(NC(=O)CN(c2ccc([N+](=O)[O-])cc2)S(=O)(=O)c2ccccc2)c(OC)c1	2	-6	-1	0.5	6	10	4	-7
COc1ccc(S(=O)(=O)N(C)C[C@H]2Oc3c(NC(=O)c4ccc(-c5nccs5)cc4)cccc3C(=O)N([C@H](C)CO)C[C@H]2C)cc1	3	2	1	nt	0[16.7 µM]	1	1	-2
CCc1sc(C(=O)Nc2ccc(F)cc2C)cc1C	-2	nt	nt	nt	-3	4	nt	6
COc1ccc(Cc2nnc(NC(=O)Nc3cccc(OC)c3)s2)cc1	0	-11	1	0.0	nt	-7	-1	nt
CN(CC(O)CN1CCOCC1)S(=O)(=O)O (stereo not given)	-5	-4&-10	2&1	nt	-6&5	-2	-2	-1&-2
Cc1ccc(Nc2nnc(SCC(=O)NCCN3C(=O)CSC3=O)s2)cc1	nt	-27	0	nt	12	nt	nt	3
Cc1ccc(N(C(=O)c2csnn2)C(C(=O)NC2CCCCC2)c2cccnc2)c(C)c1 (stereo not given)	5	-16	-1	nt	nt	-2	-6	nt
CCCc1nc(SCC(N)=O)[nH]c(=O)c1CC	1	nt	nt	nt	1	3	4	-16
CN1C(C(=O)NCc2ccc(OC(F)(F)F)cc2)CC2Cn3c(nc4cc5ccccc5cc43)C21 (stereo not given)	2	-20	-4	0.0	-4	-22	1	5
Cc1ccc(NC(=O)COc2ccccc2C=O)cc1Cl	nt	-16	-2	15	-2	nt	nt	6
COc1ccc(OC)c(NC(=O)CSc2nnc(N)s2)c1	0	nt	nt	nt	-5	2	0	-1
CN(C)CCCCOc1ccccc1F	nt	-20	-1	1.8	nt	nt	nt	-6
Cc1noc(C)c1NC(=O)Nc1ccc2c(c1)CC(=O)N([C@@H](C)CO)C[C@H](C)[C@H](CN(C)CC1CCCCC1)O2	-7	2	1	0.1	-5[16.7 µM]	9	3	8
Cc1cccc(CSC2=NN3CCCC(=O)N=C3S2)c1	-2	-6	1	nt	-3	12	0	nt
COc1ccccc1NC(=O)[C@H](COCc1ccccc1)NC(=O)OC(C)(C)C	-3	nt	nt	nt	3	1	0	9
Cc1ccc(S(=O)(=O)Nc2ccc3c(c2)C(=O)N([C@H](C)CO)C[C@H](C)[C@@H](CN(C)C(=O)Nc2ccc(F)cc2)O3)cc1	1	6	0	1.1	3[16.7 µM]	8	1	-8
O=C(/C=C/c1c(F)cccc1Cl)Nc1cccnc1	6	-22	-1	nt	-3	1	-13	16
C[C@@H]1CN([C@@H](C)CO)C(=O)Cc2cc(N(C)C)ccc2O[C@H]1CN(C)Cc1ccncc1	-5	8	-1	0.0	-6[16.7 µM]	7	-4	7
CCCCn1c(N)c(N(CC(C)C)C(=O)C(C)SCc2nc3sc(C)c(C)c3c(=O)[nH]2)c(=O)[nH]c1=O (stereo not given)	0	-37	0	-0.2	-6	4	0	0
Cc1ccc(Cc2nnc(SCC(=O)Nc3c(C)cccc3C)[nH]c2=O)cc1	-1	-8	0	nt	2	5	nt	0
Nc1nc(-c2ccccc2)nn1S(=O)(=O)c1ccccc1	-9	-3	nt	6.0	-2	0	0	nt
C[C@@H]1CCCCO[C@@H](CN(C)C(=O)Nc2ccc(F)cc2)[C@@H](C)CN([C@H](C)CO)C(=O)c2cc(NS(=O)(=O)c3ccc(Cl)cc3)ccc2O1	9	4	1	-0.1	12[16.7 µM]	-3	-2	11
CC1(c2nnc(Cc3ccccc3)o2)CC(c2ccccc2Br)=NO1 (stereo not given)	-2	3	0	0.3	nt	-1	-2	nt
CCC(=O)N(C)C[C@H]1Oc2ncc(-c3ccccc3F)cc2C(=O)N([C@@H](C)CO)C[C@H]1C	-6	-3	0	0.1	-2[16.7 µM]	7	0	-4
OC(c1ccc(F)c(F)c1)c1nc(-c2ccc(Cl)cc2)cs1 (stereo not given)	-1	-28	0	0.2	-2	-3	3	-2
CCC(C)N(C(=O)C(F)(F)F)C(C(=O)NC1CCCCC1)c1ccncc1 (stereo not given)	-4	nt	nt	nt	10	2	3	5
O=C(C[C@H]1C/C=C\C[C@@H](Cc2ccc(F)cc2)C(=O)O[C@@H](c2ccccc2)CNC1=O)N[C@@H](CO)Cc1ccccc1	-2	11	-4	0.7	nt	-6	0	nt
CCCCNC(=O)c1nc(C2CCN(S(=O)(=O)c3c(F)cccc3F)CC2)oc1-c1ccccc1	-3	-8	-3	3.0	-2	9	-1	-7
CN(C)c1ccc2c(c1)[C@H]1C[C@@H](CC(=O)NCc3ccc(Oc4ccccc4)cc3)O[C@H](CO)[C@H]1O2	nt	-4	0	-0.5	nt	nt	nt	-1
CN(C)CCCN(C(=O)c1ccc(S(=O)(=O)N2CCCc3ccccc32)cc1)c1nc2ccc(F)cc2s1	-1	15	0	nt	-4	-2	-1	nt
COc1ccccc1CN1[C@@H](CO)[C@@H]2c3ccccc3N(C(=O)C3CCCCC3)C[C@@H]21	3	-1	0	-0.4	0[16.7 µM]	-7	6	-29
O=C(Nc1ccc2c(c1)[C@@H]1C[C@@H](CC(=O)N3CCc4ccccc4C3)O[C@@H](CO)[C@@H]1O2)c1cccnc1	0	19	1	0.1	2[16.7 µM]	-15	-2	14
CCOC(=O)C1=C(NC#N)OC(C)=C(C)C1c1ccc(O)cc1 (stereo not given)	2	nt	nt	nt	7	-3	1	-3
O=C(Nc1ccccc1)N1CCCCN2[C@@H](CO)[C@H](c3ccc(C#Cc4cccnc4)cc3)[C@@H]2C1	1	1	0	-0.4	-2[16.7 µM]	-7	1	-1
C[C@H](CO)N1C[C@H](C)[C@H](CN(C)S(=O)(=O)c2ccc(F)cc2)Oc2ccc(NC(=O)Nc3ccc(F)cc3)cc2C1=O	9	-15	-1	-0.3	0[16.7 µM]	-14	1	-10
Cc1noc(C)c1S(=O)(=O)Nc1ccc2c(c1)C(=O)N([C@H](C)CO)C[C@H](C)[C@H](CN(C)S(=O)(=O)c1ccc(Cl)cc1)O2	4	-17	0	0.2	-2[16.7 µM]	9	8	-2
CC(=O)Nc1ccc(S(=O)(=O)N2CCN3CCCC3C2)cc1 (stereo not given)	-2	-3	-2	nt	nt	-4	-1	nt
CCOc1ccccc1NC(=O)C(CC(C)C)NC(=O)C1CCC(C)CC1 (stereo not given)	0	nt	nt	nt	4	-5	10	nt
CCC(CC)N1CCN(CCc2ccccc2)C(CCO)C1 (stereo not given)	-3	-23	-1	nt	-7	-7	1	-7
CCn1cc2nc(SCC(=O)Nc3ccc(OC)c(OC)c3)n(Cc3ccc(OC)cc3)c(=O)c2n1	4	-18	-6	nt	-5	0	-2	3
CCn1c(=O)c(=O)[nH]c2cc(C(=O)NCC3CCCCC3)ccc21	0	nt	nt	0.1	-1	5	nt	4
COc1cccc(NC(=O)CSCc2cc(=O)n3nc(C4CC4)sc3n2)c1	-4	-12	3	nt	-5	2	-3	2
C[C@@H]1CN([C@H](C)CO)C(=O)c2cc(NC(=O)c3ccccc3)ccc2O[C@@H](C)CCCCO[C@@H]1CN(C)C(=O)Cc1ccccc1	-3	30	-1	nt	3[16.7 µM]	3	4	8
C[C@@H]1CCCCO[C@H](CN(C)S(=O)(=O)c2ccc(Cl)cc2)[C@@H](C)CN([C@H](C)CO)C(=O)c2cc(NS(=O)(=O)c3cn(C)cn3)ccc2O1	-3	12	-2	-0.2	9[16.7 µM]	1	11	-7
COC(=O)c1c(N)sc(C(=O)N2CCOCC2)c1C	4	nt	nt	nt	-5	-2	0	-1
